CRFBP-R2 block = CRF-BP/CRF-R2 complex antagonism. HEK293 CRF-R2/CRF-BP, CRF-induced calcium fluorescence. inhibition, % at 11.8 µM. hit rate 0.59% among 350,000;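 active = inhibition of the ligand-induced calcium signal above about 50% at the single tested concentration, limit read from the data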
MEKK3 PB1 HTS = raises or lowers MEK5 binding to the human MEKK3 PB1 domain. Q99759. bead-based flow cytometry, Alexa488-MEK5 binding to MEKK3; actives lie on both sides; 0 = blocked by unlabeled MEK5, 100 = vehicle. binding response (% of control), % at 10 µM. hit rate 1.4% among 290,000. AID 1529;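 active = binding response more than 3 SD above or below the average of its plate-row segment, actives on both sides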;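 note: Alexa488 bead fluorescence after subtracting the streptavidin-only scavenger bead signal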
GalR3 antag = human GalR3 antagonism; AID 651719; O60755; inhibition, % at 3 µM; hit rate 0.44% among 360,000; HEK293 GalR3-CNG cAMP membrane potential fluorescence; galR3 body fused to GalR1 C-terminus;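 active = inhibition above the screen-wide average plus 3 SD, cut at about 13% in these data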;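 note: forskolin and galanin both at EC90 stimulate the cells; cAMP rise reported by CNG channel membrane potential dye signal; 0% = forskolin plus galanin with DMSO and 100% = forskolin alone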
Target sequence (O60755 1-299 limits assumed): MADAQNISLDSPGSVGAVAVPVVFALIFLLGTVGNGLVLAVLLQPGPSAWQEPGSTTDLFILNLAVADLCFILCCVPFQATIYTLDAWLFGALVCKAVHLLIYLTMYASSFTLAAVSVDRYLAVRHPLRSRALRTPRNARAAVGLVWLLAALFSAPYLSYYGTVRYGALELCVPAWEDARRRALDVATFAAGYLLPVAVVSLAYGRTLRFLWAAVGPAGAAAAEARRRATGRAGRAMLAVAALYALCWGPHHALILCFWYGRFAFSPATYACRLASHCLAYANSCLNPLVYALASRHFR
M4 PAM = positive allosteric modulators of human muscarinic M4 receptor. P08173. AID 624126. CHO-K1 hM4/Gqi5, Fluo-8 calcium fluorescence, ACh EC20; 0% = ACh EC20, 100% = maximal ACh. activation, % at 3 µM. hit rate 0.4% among 360,000;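 active = activation above its plate's cutoff, the mean activation of sample wells plus 3 SD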; note: some results filed as inactive read as strong as hits
Target sequence (P08173 whole entry, looked up): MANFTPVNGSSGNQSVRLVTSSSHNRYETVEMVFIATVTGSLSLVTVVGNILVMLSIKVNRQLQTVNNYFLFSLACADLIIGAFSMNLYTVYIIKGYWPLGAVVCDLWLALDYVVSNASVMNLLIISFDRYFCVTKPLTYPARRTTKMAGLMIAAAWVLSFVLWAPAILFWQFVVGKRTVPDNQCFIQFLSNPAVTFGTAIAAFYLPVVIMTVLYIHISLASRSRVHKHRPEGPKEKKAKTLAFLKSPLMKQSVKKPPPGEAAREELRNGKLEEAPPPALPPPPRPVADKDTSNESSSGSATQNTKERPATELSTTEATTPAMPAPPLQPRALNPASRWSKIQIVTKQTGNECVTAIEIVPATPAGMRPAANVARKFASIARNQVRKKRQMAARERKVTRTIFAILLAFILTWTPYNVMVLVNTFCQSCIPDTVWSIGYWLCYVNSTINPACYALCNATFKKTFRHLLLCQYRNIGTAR
pCIP destab = lowers stability of the mouse p/CIP coactivator protein; hit rate 0.01% among 290,000; Q05BA5; decrease of EGFP signal, % at 10 µM; F442A p/CIP-EGFP cells, EGFP fluorescence, 16 h;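 active = EGFP signal decrease of at least 30% at 10 µM or well 3 SD below plate mean, unless failing retest; inactive = the rest, including hits failing retest or dose response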; note: some compounds called inactive have numbers as strong as hits; many of its hits are not listed in these tables
IDE cell activ = IDE (human) activation, cell-based | HEK cells, FAbeta-B cleavage, fluorescence polarization; 0% vehicle, 100% cell-free pure enzyme wells | hit rate 0.073% among 340,000 | P14735 | activation, % at 5.96 µM | AID 493087;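 active = activation above the mean of all tested compounds plus 3 SD, set per screening campaign, cut at about 17% in these data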
CRFR2-BP ag = CRF-BP/CRF-R2 complex agonism. HEK293 CRF-R2/CRF-BP, calcium dye fluorescence (FLIPR); percent of saturating CRF peptide response. activation, % at 13.2 µM. hit rate 0.46% among 350,000. AID 588473;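 active = activation of at least 50%, plus an integration ratio under a set limit after plate pattern correction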;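 note: plate controls were neutral control wells without compound for no effect and CRF at EC100 for full effect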
IDE inh = cellular human IDE inhibition | HEK cells, FAbetaB cleavage, fluorescence polarization | P14735 | hit rate 0.41% among 320,000 | inhibition, % at 5.59 µM;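 active = percent inhibition above the average of all tested compounds plus 3 SD, set per screening campaign, cut at about 16% in these data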;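 note: IDE supplied by intact live HEK cells; FP after avidin binding of uncleaved biotin substrate so inhibition keeps polarization high; 0% = DMSO wells and 100% = 60 µM reference IDE inhibitor Ii1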
PHOSPHO1 block = PHOSPHO1 (human) inhibition | recombinant PHOSPHO1, absorbance phosphatase assay | hit rate 1.1% among 290,000 | inhibition, % at 13.3 µM | Q8TCT1 | AID 1565; in the data active = inhibition above about 60%
Target sequence (Q8TCT1 whole entry, looked up): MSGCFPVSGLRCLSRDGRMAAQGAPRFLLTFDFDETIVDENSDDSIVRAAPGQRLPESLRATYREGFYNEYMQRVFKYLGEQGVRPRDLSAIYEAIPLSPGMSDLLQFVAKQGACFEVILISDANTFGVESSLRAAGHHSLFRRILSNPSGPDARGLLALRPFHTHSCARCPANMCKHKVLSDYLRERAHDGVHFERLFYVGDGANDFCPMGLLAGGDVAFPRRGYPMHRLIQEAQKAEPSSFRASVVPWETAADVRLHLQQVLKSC
Starred values were filed as active, the others as inactive; . = not tested or not shown; [ ] = dose if it differs, or a comment.

SMILES	CRFBP-R2 block	MEKK3 PB1 HTS	GalR3 antag	M4 PAM	pCIP destab	IDE cell activ	CRFR2-BP ag	IDE inh	PHOSPHO1 block
Cc1nn(C2CCS(=O)(=O)C2)c(Cl)c1/C=C/C(=O)OCC(=O)Nc1ccccc1[N+](=O)[O-] (stereo unspecified)	13.7	102.0	-4.9	-4.5	-3.8	0.8	-1.9	-6.5	16.3
CN(C)c1ccc(C=Cc2cnccn2)cc1	-32.7	.	-4.9	0.0	.	-0.1	13.2	.	.
COc1ccccc1N(C(=O)Cn1nnc2ccccc21)C(C(=O)NCc1ccco1)c1ccc(C)o1 (stereo unspecified)	29.6	98.0	-4.4	7.2	-16.7	0.9	5.0	1.6	22.0
Cn1c(=O)c2c(nc(NCc3ccccc3)n2CC(N)=O)n(C)c1=O	13.5	88.0	-5.6	-9.7	-13.9	-0.5	3.7	-0.6	29.8
CCCNC(=O)c1ccccc1NS(=O)(=O)c1ccc(OC)c(OC)c1	-0.5	98.0	-5.3	9.7	-1.0	3.0	0.0	-5.7	-19.2
COc1cccc(NC(=S)N2CCC(N(C)CC3CCCO3)CC2)c1 (stereo unspecified)	24.5	110.0	1.5	-1.3	-9.5	-4.4	0.1	4.8	-12.5
CO/N=C/CC(=O)c1cnc(-c2ccc(Cl)cc2)s1	6.0	88.0	3.4	11.3	-6.6	1.6	-1.6	-7.7	4.4
O=C1C=CCC(/C=C/c2ccccc2)O1 (stereo unspecified)	-7.6	106.0	-2.8	.	-7.2	.	-0.8	3.8	-1.2
COc1ccc(N2CCN(C(=O)c3ccccc3N(C)S(=O)(=O)c3ccc(C)cc3)CC2)cc1	4.7	102.0	-2.0	-1.7	-19.9	1.2	-2.4	.	31.3
Cc1cccc(NC(=O)c2csnn2)n1	17.1	96.0	1.7	0.5	11.1	6.5	-1.9	-2.9	-3.4
CCCCn1nc(C(=O)O)ccc1=O	9.2	97.0	-5.0	3.6	-4.8	-2.4	-1.9	-3.0	4.7
CCOc1cccc(OCCOCCNC(C)(C)C)c1	5.3	108.0	-2.5	2.6	-10.0	6.0	0.4	-3.3	-9.3

Structures above that contain a halogen (2):
SMILES	CRFBP-R2 block	MEKK3 PB1 HTS	GalR3 antag	M4 PAM	pCIP destab	IDE cell activ	CRFR2-BP ag	IDE inh	PHOSPHO1 block
Cc1nn(C2CCS(=O)(=O)C2)c(Cl)c1/C=C/C(=O)OCC(=O)Nc1ccccc1[N+](=O)[O-] (stereo unspecified)	13.7	102.0	-4.9	-4.5	-3.8	0.8	-1.9	-6.5	16.3
CO/N=C/CC(=O)c1cnc(-c2ccc(Cl)cc2)s1	6.0	88.0	3.4	11.3	-6.6	1.6	-1.6	-7.7	4.4

Remaining list, next part:
SMILES	CRFBP-R2 block	MEKK3 PB1 HTS	GalR3 antag	M4 PAM	pCIP destab	IDE cell activ	CRFR2-BP ag	IDE inh	PHOSPHO1 block
COc1ccc(CN=C(N)N=C(N)N)cc1Cl	-10.6	100.0	-6.7	2.8	4.7	1.1	-0.8	-1.3	-13.4
CNS(=O)(=O)c1ccc(NC(=O)C2CC(=O)N(c3ccc(Cl)cc3)C2)cc1 (stereo unspecified)	-2.9	97.0	-3.4	-0.5	-0.4	-2.2	-0.6	4.9	11.9
O=C(CCC1CCCC1)NNC(=O)c1ccccc1O	-1.4	.	-3.9	0.9	.	2.2	-0.1	1.8	.
CCCn1nc2cc(C(=O)NCC34CC5CC(CC(C5)C3)C4)ccc2c1OCC	7.1	114.0	-3.6	2.6	-7.8	3.1	-2.4	6.6	30.5
O=C(COC(=O)c1cccnc1Cl)NCCc1ccc(F)cc1	5.3	.	-5.2	2.7	.	-1.7	-2.9	-1.7	.
CCOc1cc(NC(=S)NCc2ccco2)c(OCC)cc1NC(=O)CC(C)C	13.0	96.0	-1.3	-1.9	-4.9	4.8	-1.2	5.2	-58.9
COc1ccc(S(=O)(=O)N2CCN(Cc3cc(OC)c(OC)c(OC)c3)CC2)cc1	28.3	102.0	-7.9	-6.0	-3.4	2.4	0.0	.	-16.4
NC(=O)C1CCCN(C(=O)CNC(=O)C23CC4CC(CC(C4)C2)C3)C1 (stereo unspecified)	17.4	.	-1.9	7.3	.	3.4	-0.1	.	.
C=CCNC(=O)N1CCCC(C(=O)c2cccc(OC(C)C)c2)C1 (stereo unspecified)	-10.6	101.0	-4.0	-7.4	-1.1	0.4	0.2	4.1	40.1
COc1ccc(C(c2c(O)nc(SC)n(C)c2=O)c2c(O)nc(SC)n(C)c2=O)cc1O	1.7	96.0	-4.5	5.5	-13.3	-4.2	-1.9	-2.6	-32.0
COc1ccc(C(CC(=O)c2ccc(C)cc2)Nc2ccc([N+](=O)[O-])cc2)cc1 (stereo unspecified)	-7.9	99.0	-4.7	-8.0	-4.3	6.3	-0.3	-6.6	-14.4
Cc1cc(C)cc(N(C(=O)CNS(=O)(=O)c2ccccc2)C(C(=O)NCc2ccccc2)c2ccc(C)o2)c1 (stereo unspecified)	-1.4	101.0	-0.5	17.4	-11.9	7.2	-0.3	7.4	-9.7
CCCC(=O)NCCc1nc2cc([N+](=O)[O-])ccc2n1C	-3.6	80.0	-1.1	9.8	-2.4	1.5	-1.0	3.8	6.5
CCOC(=O)c1oc2ccccc2c1NC(=O)c1ccc2c(c1)OCO2	-10.4	98.0	-9.2	24.2	1.7	-2.7	-0.4	11.4	-10.4
CCC(=O)c1ccc(OCC(=O)Nc2ccccc2C(=O)N2CCCCC2)cc1	-13.5	.	-4.5	-7.3	.	0.3	-0.5	2.3	.
O=C(CSc1nnc(-c2ccc(Cl)cc2Cl)n1C1CCCCC1)N1CCCC1	-12.3	102.0	3.3	-1.8	-4.6	3.6	-0.8	-0.2	9.2
O=S(=O)(Cc1ccccc1)N1CCN(Cc2ccc3c(c2)OCO3)CC1	23.6	101.0	-3.5	-1.3	-7.5	8.0	-1.2	1.0	8.2
CCC(C)(C)NC(=O)C(c1cccn1C)N(Cc1ccccc1)C(=O)Cn1nnc2ccccc21 (stereo unspecified)	1.2	104.0	-4.1	5.8	4.2	3.3	0.4	.	-33.4
O=C1NC(=O)N(Cc2ccccc2)CC1Br (stereo unspecified)	12.3	.	-2.7	9.2	.	2.6	-0.1	.	.
O=C1N/C(=N\S(=O)(=O)Cc2ccccc2)S/C1=C/c1cccc([N+](=O)[O-])c1	33.5	108.0	-5.8	-13.3	6.4	4.0	0.5	4.7	-8.1
O=C(CCNC(=O)C1CCN(S(=O)(=O)c2ccc(F)cc2)CC1)NCc1cccnc1	2.4	99.0	-1.8	2.6	-10.1	3.3	1.6	-0.4	26.6
NC(=O)CSc1nnc(NC(=O)c2cccc(S(=O)(=O)N3CCCCC3)c2)s1	-5.8	99.0	-4.1	0.3	1.3	2.6	0.6	5.5	-18.8
CCNC(=S)N(CCc1c(C)[nH]c2ccc(C)cc12)Cc1cc(OC)c(OC)c(OC)c1	-3.4	110.0	2.9	-1.3	-3.9	1.7	-3.0	1.7	-13.5
CN(C)CC/C=C1/c2cc(F)ccc2CSc2ccc(F)cc21	-4.8	99.0	-4.2	-37.2	4.2	-0.1	14.3	4.9	-13.2
COc1ccc2c(c1)CCC1C2=NN(/C(C)=C/C(C)=O)C1c1cccc(F)c1 (stereo unspecified)	8.4	98.0	-3.1	5.3	5.6	5.0	-0.4	2.0	4.9
O=C(CN(C(=O)CNS(=O)(=O)c1ccccc1)c1ccc(F)cc1)NCc1ccco1	-5.9	102.0	4.7	-5.7	-5.0	2.5	0.4	-4.8	34.8
O=C(CSc1nccc(=O)[nH]1)Nc1ccc(N2CCOCC2)cc1	6.6	100.0	5.5	-3.0	-8.5	1.2	-0.4	-3.9	37.7
O=C(O)c1ccc(NC(=O)c2cn(-c3ccccc3)nc2-c2ccc(F)cc2)cc1	-30.6	101.0	-3.2	-16.6	-1.4	7.7	-0.4	3.3	-3.9
CC(Sc1nnc(-c2ccccc2Br)o1)C(=O)N1CCOCC1 (stereo unspecified)	-0.8	100.0	1.7	-1.9	-4.7	-1.8	0.1	-0.2	26.3
Cc1oc(-c2cccc(Cl)c2)nc1CN1CCCC(C(=O)NC(C)c2ccc3c(c2)OCCO3)C1 (stereo unspecified)	-4.5	.	-2.3	-15.1	-1.3	-2.8	-2.9	-1.1	9.8
CN(NC(=O)/C=C/C(=O)O)c1ncc(C(F)(F)F)cc1Cl	-0.1	101.0	-4.4	-0.6	-13.9	4.3	0.7	0.3	4.4
Cn1cc(Br)c(C(=O)NN2C(=O)C3C(C2=O)C2C=CC3C23CC3)n1 (stereo unspecified)	0.5	104.0	-4.6	2.9	-4.9	5.9	6.8	-2.5	38.5
Clc1ccc(Nc2nc(-c3cccs3)cs2)nc1	-31.3	102.0	-4.5	1.4	4.1	-7.5	4.2	5.9	18.9
CCc1nc(SCC(=O)OC)c2c3c(sc2n1)COC(C)(C)C3	2.7	106.0	-12.9	-0.5	1.2	0.1	-0.6	0.7	24.8
O=C(CSc1nccc(=O)[nH]1)NC1CCCC1	7.5	105.0	-7.6	1.2	6.6	5.2	-1.2	0.3	35.7
Cc1cc(N2CCCC2)ccc1NC(=O)CN1C(=O)NC(C)(c2ccccc2)C1=O (stereo unspecified)	-12.2	102.0	1.0	-9.0	14.0	1.7	-3.3	-0.2	-2.4
O=S(=O)(/C=C/c1ccccc1)N1CCNCC1	1.7	103.0	-6.8	2.4	-8.2	-0.8	-0.2	-1.6	37.0
COc1ccc(CCNC(=O)CCN2C(=O)C3CC=CCC3C2=O)cc1OC (stereo unspecified)	36.2	97.0	-1.4	4.5	7.4	-8.2	7.1	0.3	0.5
Cc1ccc(-c2nc3ccccc3[nH]2)cc1NC(=O)/C=C/c1ccco1	-27.1	97.0	-5.7	-1.8	-17.3	0.4	3.1	5.0	-2.3
Cc1ccc(-c2nnn(CC(=O)N(CC(=O)NCc3ccccc3)c3cccc(C)c3C)n2)o1	-31.5	84.0	-9.4	-0.8	6.2	5.6	0.4	1.2	17.6
Cc1nc([N+](=O)[O-])c(Br)n1CC(=O)c1ccc(F)cc1	-4.5	95.0	-4.8	-4.2	-4.4	2.3	-1.8	.	8.9
Cc1nn(Cc2ccccc2)c(C)c1NC(=O)CSc1n[nH]c(C)c1[N+](=O)[O-]	10.6	134.0*	-1.3	5.8	-7.9	-3.1	-0.9	-1.4	8.5
CC(C(=O)Nc1ccc2c(c1)OCCO2)c1ccc([N+](=O)[O-])cc1 (stereo unspecified)	-68.2	102.0	4.6	-9.9	4.6	2.3	110.2*	6.1	-32.0
COc1cc(C(C)=O)ccc1OCC(O)CN1CCN(c2ccc(C)c(C)c2)CC1 (stereo unspecified)	-0.1	99.0	-2.9	-3.5	4.4	-2.0	1.0	4.4	33.9
Cc1cc(Br)ccc1NC(=O)CN(C)Cc1cccs1	-7.3	97.0	-9.6	3.8	-6.6	2.2	-1.9	3.7	44.9
Cc1onc(-c2ccccc2Cl)c1C(=O)OCC(=O)c1ccccc1	-6.9	1.0*[inhibitor]	-7.1	-3.3	-13.0	4.1	0.9	0.7	-19.9
CC(C)Oc1cccc(C(=O)NC(=S)Nc2ccc(N3CCN(C)CC3)cc2)c1	-18.2	24.0*[inhibitor]	-3.5	-53.6	3.1	5.0	-0.5	-2.5	29.0

2 entries from above in a different format.
molecule | CRFBP-R2 block | MEKK3 PB1 HTS | GalR3 antag | M4 PAM | pCIP destab | IDE cell activ | CRFR2-BP ag | IDE inh | PHOSPHO1 block
Cc1nn(Cc2ccccc2)c(C)c1NC(=O)CSc1n[nH]c(C)c1[N+](=O)[O-] | 10.6 | 134.0* | -1.3 | 5.8 | -7.9 | -3.1 | -0.9 | -1.4 | 8.5
COc1ccc(CCNC(=O)CCN2C(=O)C3CC=CCC3C2=O)cc1OC (stereo unspecified) | 36.2 | 97.0 | -1.4 | 4.5 | 7.4 | -8.2 | 7.1 | 0.3 | 0.5
